# Source: PubChem (The Scripps Research Institute Molecular Screening Center)
# SIAE inh – blocks human sialic acid acetylesterase. SIAE FP-Rh probe binding, fluorescence polarization. inhibition, % at 9.66 µM. actives 0.69% (n = 370,000). Q9HAT2. AID 1053197;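 active = inhibition above a cutoff: mean of compounds within the control limits plus 3 SD of those, cut at about 17% in these data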;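 note: 0% = plate median of compound wells and 100% = probe without SIAE protein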
# TCR CD3 inh – blocks the human TCR-CD3 interaction. TAMRA-labeled TCR probe fluorescence, biochemical. inhibition, % at 9.4 µM. actives 0.37% (n = 360,000); in the data active = inhibition above about 19%;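 note: recombinant mutant TCR 2C K166C tagged with TAMRA read by polarization; 0% = receptor in buffer alone and 100% = receptor with positive control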
# PRMT1 FP inh – PRMT1 (human) inhibition, primary screen; inhibition, % at 2.79 µM; recombinant PRMT1, activity-based probe fluorescence polarization; actives 1.3% (n = 370,000); Q99873;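 active = inhibition above about 21% made by adding two undisclosed values, limit read from the data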
# HTRA1 inh – inhibitors of human serine peptidase HTRA1; Q92743; recombinant HTRA1, FP-rhodamine activity-based probe, fluorescence polarization; inhibition, % at 5.96 µM; actives 0.5% (n = 340,000); in the data active = inhibition above about 36%;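 note: 0% = enzyme with DMSO and 100% = wells lacking enzyme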
# TDP2 inh – TDP2 (human) inhibition, absorbance primary screen; O95551; recombinant TDP2, T5PNP hydrolysis, p-nitrophenol absorbance 415 nm; inhibition, % at 12.8 µM; actives 0.34% (n = 370,000); AID 720702;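 active = inhibition above the mean of all tested compounds plus 3 SD, set per campaign, cut at about 25% in these data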;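 note: 0% = DMSO with enzyme and 100% = buffer with substrate but no TDP2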
#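 Test system: Human TDP2 enzyme | Reagent: 5 mM T5PNP | Compound dosing: 12.8 µM single point, 1% DMSO | Incubation: Enzyme reaction with compound for 2 h at 37 °C | Technique: p-Nitrophenol epi absorbance | Read-out: % inhibition relative to enzyme-containing and enzyme-free wells | Benchmarks: High control without enzyme, low control DMSO plus TDP2 | Replicates: Singlicate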
# LEDGF integ inh – blocks HIV-1 LEDGF/p75-dependent DNA integration; inhibition, % at 3.7 µM; actives 0.64% (n = 370,000); AID 743269; TR-FRET IN-LEDGF/p75 DNA integration, Eu/Cy5;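 active = inhibition above the screen-wide mean plus 3 SD, cut at about 13% in these data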;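 note: signal is the Cy5 over europium emission ratio at 671 and 618 nm; 0% = plate median of compound wells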
# DDE Tn7 FP inh – inhibitors of Tn7 peptide binding to human fibrin DD(E) | FP displacement of FITC-Tn7 peptide from fibrin DD(E); 0% = median of compound wells per plate | P02675 | AID 720508 | inhibition, % at 8.3 µM | actives 0.13% (n = 370,000);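 active = inhibition above the mean of compounds falling within the control limits plus 3 SD of them, cut at about 14% in these data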;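 note: 0% = plate median of compound wells and 100% = 10 µM Aha-Tn7 peptide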
#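 Assay system: Human clot-derived fibrin DD(E) complex | Buffer or medium: Tris/NaCl/CaCl2 buffer, pH 7.8 | Repeats: One replicate per compound | Benchmarks: Aha-Tn7 high control | Measure: % inhibition scaled between sample-field median and high-control FP | Schedule: 10 min plus 3 h, room temperature | Signal: Fluorescence polarization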
# PG9 Ab binder – binds the HIV-1 gp120 antibody PG9 | TR-FRET gp120-PG9 antibody binding | actives 0.43% (n = 360,000) | inhibition, % at 6.7 µM; in the data active = inhibition above about 8.5%
# mABHD4 FP – ABHD4 (mouse) inhibition, primary FP screen | purified mABHD4, FP-Rh probe fluorescence polarization | inhibition, % at 8.92 µM | actives 0.54% (n = 370,000);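 active = inhibition exceeding the mean over every tested compound plus 3 SD, cut at about 30% in these data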;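 note: 0% = plate median of compound wells and 100% = S159A mutant with DMSO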
# Target sequence (Q8VD66 whole entry, looked up): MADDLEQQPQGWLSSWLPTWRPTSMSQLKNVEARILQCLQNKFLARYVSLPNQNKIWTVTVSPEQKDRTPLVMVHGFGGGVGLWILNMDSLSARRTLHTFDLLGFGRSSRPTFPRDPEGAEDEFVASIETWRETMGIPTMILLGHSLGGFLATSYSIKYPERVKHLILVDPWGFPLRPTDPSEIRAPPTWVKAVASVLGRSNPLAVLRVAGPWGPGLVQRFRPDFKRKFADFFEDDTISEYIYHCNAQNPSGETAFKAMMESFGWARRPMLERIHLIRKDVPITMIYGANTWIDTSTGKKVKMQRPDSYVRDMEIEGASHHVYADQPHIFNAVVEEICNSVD
#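 Assay system: Wild-type mouse ABHD4 protein | Medium: HEPES pH 7.0 buffer, 150 mM NaCl, 0.01% Pluronic F-127 | Incubation: Enzyme–compound pre-incubation 45 min, then probe 60 min, both 25 °C | Technique: Fluorescence polarization with parallel and perpendicular emission, 525/598 nm | Evaluation: % inhibition of FP-Rh probe binding versus controls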
# UHRF1 MBD2 ctr – blocks human UHRF1 binding to methylated DNA; Q96T88; UHRF1 binding to methylated oligo, TR-FRET; inhibition, % at 4.4 µM; actives 0.75% (n = 370,000); AID 687016; in the data active = inhibition above about 21%;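 note: UHRF1 SRA domain binding a hemimethylated CpG hairpin DNA probe; 0% = median of test compound wells and 100% = reference inhibitor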
# Target sequence (Q96T88 whole entry, looked up, the tested form may be a part): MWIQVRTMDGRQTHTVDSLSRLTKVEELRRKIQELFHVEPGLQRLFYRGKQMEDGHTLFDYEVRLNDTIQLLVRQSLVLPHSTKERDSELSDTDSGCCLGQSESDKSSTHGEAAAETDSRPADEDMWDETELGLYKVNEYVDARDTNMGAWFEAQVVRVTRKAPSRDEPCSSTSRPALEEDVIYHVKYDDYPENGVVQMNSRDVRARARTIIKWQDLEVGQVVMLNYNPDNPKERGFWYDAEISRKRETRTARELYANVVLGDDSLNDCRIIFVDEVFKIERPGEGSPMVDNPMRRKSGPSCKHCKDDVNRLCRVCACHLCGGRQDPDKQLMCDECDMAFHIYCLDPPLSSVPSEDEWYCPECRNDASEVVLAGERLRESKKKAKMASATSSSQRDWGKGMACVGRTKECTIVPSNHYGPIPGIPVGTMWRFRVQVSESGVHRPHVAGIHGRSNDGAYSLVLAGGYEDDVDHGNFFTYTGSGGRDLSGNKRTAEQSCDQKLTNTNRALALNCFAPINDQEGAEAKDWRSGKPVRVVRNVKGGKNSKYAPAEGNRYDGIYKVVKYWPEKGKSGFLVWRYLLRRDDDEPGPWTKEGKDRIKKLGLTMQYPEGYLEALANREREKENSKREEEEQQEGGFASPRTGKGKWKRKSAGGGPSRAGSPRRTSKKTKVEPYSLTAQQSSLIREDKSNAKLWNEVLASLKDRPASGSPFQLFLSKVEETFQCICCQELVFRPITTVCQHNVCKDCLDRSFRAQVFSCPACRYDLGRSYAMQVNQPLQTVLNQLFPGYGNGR
# The depositor's hits bear a star; . = no result given. No enrichment for hits; overall some 4.2% were active at least once.
SMILES,SIAE inh,TCR CD3 inh,PRMT1 FP inh,HTRA1 inh,TDP2 inh,LEDGF integ inh,DDE Tn7 FP inh,PG9 Ab binder,mABHD4 FP,UHRF1 MBD2 ctr
Cc1cccnc1NC(=O)c1cc2c(=O)oc3ccccc3c2s1,3,6,-4,-3,6,2,-4,-0.7,2,-3
C=CCOc1cc(OC)c(OC)c(OC)c1,0,-10,2,3,1,0,4,-1.4,-3,2
CCCOCC(O)CC(Cc1ccccc1)C(=O)NN (centres undefined),2,3,-2,1,-4,0,1,1.3,1,-1
O=C(NCc1ccc(Cl)c(Cl)c1)c1cc(C2CCCCN2C(=O)OCCF)on1 (centres undefined),-5,-3,0,.,2,-1,3,-0.3,-14,2
O=C(CN1CCc2ccccc2C1)Nc1ccccc1F,-2,12,0,-2,-1,1,-7,-3.5,1,0
COc1ccc(S(=O)(=O)N2CCCCCC2)cc1C(=O)N1CCN(c2ccc(F)cc2)CC1,10,-3,3,-7,9,-3,0,2.2,-1,0
O=C(COC(=O)c1cccc(Cl)c1)NC(=O)NCc1ccccc1,0,-5,2,-15,-4,-2,7,1.0,-11,0
O=C(NCCc1ccc(F)cc1)c1coc(=O)c(Br)c1,0,2,2,12,-9,0,-2,1.2,6,2
N#C/C(=C\c1c(N2CCC(C(N)=O)CC2)nc2ccccn2c1=O)S(=O)(=O)c1ccccc1,-1,-1,2,-1,4,4,-2,0.3,-2,-3
CCOc1ccc(Nc2ccc(N)c(S(=O)(=O)O)c2)cc1,21*,42*,36*,93*,-5,38*,10,-8.9,107*,17
CCCN(/C=N/c1sc2c(c1C#N)CCCCC2)CCC,-2,-2,2,2,-8,3,4,-0.4,28,0
On1nnc2ccc3ccccc3c21,12,0,-4,-1,-5,3,0,-3.3,1,-4
Cc1nc2ccccc2n1CC(O)COCC1CC=CCC1 (centres undefined),8,1,0,2,0,5,0,0.7,-4,0
COc1ccc(/C=C2\SC(=S)N(N3CCOCC3)C2=O)c(OC)c1,-8,0,1,5,5,0,4,1.0,3,3
O=C(Nc1cccc2ccccc12)N1CCN(Cc2ccccc2)CC1,2,3,-1,0,-1,-3,5,-0.1,3,-4
COCC(=O)Nc1cccc(C(F)(F)F)c1,0,8,-4,2,5,-1,4,0.2,2,-1
Cc1cccn2cc(COc3ccc(-c4ccccc4)cc3)nc12,-7,4,-9,-30,-20,4,-7,0.9,-51,-1
Nc1c(Cl)cc(-c2[nH]c3cc(C(=O)NCCO)ccc3c(=O)c2O)cc1Cl,17,6,-1,33,-11,-6,-3,-0.7,-3,-4
CN(C(=O)C12CC3CC(CC(C3)C1)C2)C1CCS(=O)(=O)C1 (centres undefined),7,2,2,4,6,2,-3,0.3,-1,-1
CC(COc1ccc(CC#N)cc1)CN1CCC(C(O)(c2ccccc2)c2ccccc2)CC1 (centres undefined),2,.,1,.,-17,6,-5,.,0,6
COc1ccc(C(=O)Nc2ccccc2C(=O)N/N=C/c2ccco2)cc1,-9,3,1,-12,5,-1,1,-0.9,-10,-4
CC(=O)N1CCc2cc(S(=O)(=O)CCC(=O)N3CCN(c4ccccc4)CC3)ccc21,1,1,-2,2,-9,2,1,-0.1,-1,-4
CCCCn1nc2cc(C(=O)NCc3ccc(C(F)(F)F)cc3C(F)(F)F)ccc2c1OCC,0,3,3,7,-1,-3,3,1.8,7,-2
Nc1nc(SCc2nnc(SCC(=O)O)n2-c2ccccc2)nc2sc3c(c12)CCCC3,-9,-4,4,4,6,1,-6,0.8,-7,-2
COc1ccc(C)cc1N(CC(=O)NCCSCc1cccc(Cl)c1)S(C)(=O)=O,9,4,-2,-9,10,-3,-3,-2.8,-1,0
Cc1ccc(C(=O)Oc2cccc(NC(=O)c3ccco3)c2)cc1S(=O)(=O)N1CCC(C)CC1,-58,10,-2,-68,1,-1,-2,-1.8,-50,1
c1ccc(Oc2nc(-c3cccnc3)nc3ccccc23)cc1,-4,9,3,-25,17,-1,4,-1.9,-17,-1
O=C(NC(=S)Nc1ccccc1Br)c1ccc2c(c1)OCO2,9,-2,1,-1,5,-2,-3,0.7,1,1
Cc1ccc(NC2CCCN(C(=O)c3cnsn3)C2)cc1C (centres undefined),3,3,0,8,8,0,-5,-1.6,5,-3
COc1ccc(S(=O)(=O)C(C#N)c2nc3ccccc3nc2N2CCCC(C)C2)cc1 (centres undefined),-2,-14,20,3,3,5,12,0.7,-2,-13
CN(C)C(=O)Nc1ccc(F)cc1F,0,-4,-1,-1,1,-4,1,-0.3,-2,2
N#Cc1ccc(C23CC4(C2)[C@H](CN(Cc2ccc(C(F)(F)F)cc2)[C@@H]4c2ccccc2)C3c2ccccc2)cc1 (some centres undefined),-9,-7,-3,-12,0,0,0,1.4,-10,1
COc1ccc(N2CCN(C(=O)c3cc(-c4ccc(F)cc4)[nH]c3C)CC2)cc1,5,-4,1,2,4,0,8,0.3,-3,-3
CCOC(=O)CC1C(=O)NCCN1C(=S)NC(=O)c1ccccc1OC (centres undefined),0,4,-2,0,16,2,7,-0.4,-1,0
CCNC(=O)C1CC(=O)N(Cc2ccc3c(c2)OCO3)C(=Nc2ccc(F)cc2)S1 (centres undefined),-3,-3,4,-9,2,5,6,0.7,0,0
OCCC1CN(Cc2nc(-c3ccccc3)cs2)CCN1CCc1ccccc1 (centres undefined),2,0,0,-13,2,1,1,0.4,-2,0
O=C1C2CCCN2C(c2ccccc2)N1c1ccc(Cl)cc1 (centres undefined),5,6,0,6,3,-5,4,1.4,-4,1
Cc1nn(-c2ccccc2)c(Cl)c1/C=C(\C#N)C(=O)NC(C)C,-4,10,0,6,2,2,-11,-1.6,7,-5
O=C(NC1CCCC1)C(c1ccco1)N(C(=O)c1csnn1)c1ccccc1 (centres undefined),-6,8,1,4,-15,1,-2,-3.6,-3,-1
CCc1ccccc1N(C(=O)c1snc(C(N)=O)c1N)C(C(=O)NCC1CCCO1)c1c[nH]c2ccccc12 (centres undefined),3,-2,1,-32,4,0,1,-2.2,-4,0
O=C1C2CCCN2C(c2ccccc2F)N1c1ccc(F)cc1 (centres undefined),1,0,2,-3,0,-1,9,0.9,2,1
Cc1cccc(NC(=O)COC(=O)CN2C(=O)c3ccccc3C2=O)c1C,-6,-3,4,1,9,1,-4,0.4,8,-2
COc1ccc(C(C)NC(=O)C2CCCC2)cc1OC (centres undefined),1,5,-2,0,-4,0,-2,-3.1,2,0
CCCC(=O)OC12CCCN(C1)/C(=C/c1ccc(Cl)cc1)C2 (centres undefined),5,.,-2,.,4,1,-3,.,2,0
C=CCOc1ccc(CNCc2cccnc2)cc1OCC,1,-4,-1,-10,3,6,-4,1.1,1,-2
O=C(c1ccncc1)N1N=C(c2ccc(Cl)cc2)CC1c1ccccc1O (centres undefined),-7,1,4,-37,7,0,-2,0.0,-6,-1
CC1Cc2ccccc2N1C(=O)COC(=O)/C=C/c1cccc(F)c1 (centres undefined),-6,2,-3,1,-10,0,0,-2.6,-2,0
Cc1ccc(C(=O)C[n+]2cccc3ccccc32)cc1,-1,6,-1,-8,-5,-3,4,-1.6,7,-4
Cc1ccc(-c2noc(CN3CCCCC3)n2)cc1,9,5,0,1,-2,1,2,-3.8,7,-1
C#CCOCCOCCOCCNc1nc(N2CCN(C(=O)[C@H](CCC(=O)O)n3cc(C(N)CO)nn3)CC2)nc(N2CCN(C(=O)[C@H](Cc3ccc(O)cc3)n3cc(C(N)[C@H](C)CC)nn3)CC2)n1 (some centres undefined),7,0,-1,.,6,-4,2,-1.0,-1,4
CN(C(=O)c1ccc(F)cc1)c1ccc(OCC(=O)Nc2ccccc2C(=O)O)cc1,11,-2,4,2,5,1,5,0.7,-7,4
CCCNC1=CC(=O)CC(C)(C)C1,1,-5,1,6,-7,-1,-7,-2.0,3,2
COc1ccc(S(=O)(=O)CCC(=O)NCCc2ccc(C)cc2)cc1,-1,7,-3,-2,0,2,-5,-1.0,2,0
COc1ccc(C(=O)Nc2ccccc2C(=O)NC2CC2)c(OC)c1OC,-4,-6,0,2,1,-3,-4,-0.4,1,4
Cc1ccc(-n2cccc2C(=S)N=P(N(C)C)(N(C)C)N(C)C)cc1,0,-3,11,0,1,0,0,0.7,6,-2
O=C(Nc1ccc(N2CCOCC2)cc1)c1csc([C@@H]2C[C@H](O)[C@@H](CO)O2)n1,8,5,-3,.,1,1,-11,-1.0,-2,-1
CC(C)n1cc(CN2CCCC(CO)(Cc3cccc(Cl)c3)C2)cn1 (centres undefined),-6,6,-2,0,-5,1,2,0.6,-1,-2
COc1cc(OC)cc(OC(=O)C2CCN(C(=O)c3ccc(Cl)cc3)CC2)c1,-3,5,-2,-6,4,-2,3,0.1,-1,-2
Cc1ccc(N(C(=O)c2snc(C(N)=O)c2N)C(C(=O)NCC2CCCO2)c2c[nH]c3ccccc23)cc1 (centres undefined),-3,1,1,-19,-4,4,1,-0.9,-7,0
O=C(C1=C[C@H](c2csc3ccccc23)C[C@H](OCc2ccc(CO)cc2)O1)N1CCCCCCC1,-9,7,1,.,-13,3,-10,-0.1,-10,1
Cc1ccc(C(=O)Nc2ccccn2)cc1S(=O)(=O)N1CCOCC1,6,0,-2,3,17,0,5,-0.5,6,1
O=C(C1CCCCC1)N1C[C@H](O)[C@@H](n2cc(C3CC3)nn2)C[C@@H]1c1ccccc1,-1,1,6,4,-2,1,5,-3.9,-1,2

# Full records as entered above. Order of values: SIAE inh	TCR CD3 inh	PRMT1 FP inh	HTRA1 inh	TDP2 inh	LEDGF integ inh	DDE Tn7 FP inh	PG9 Ab binder	mABHD4 FP	UHRF1 MBD2 ctr
# `Cc1cccc(NC(=O)COC(=O)CN2C(=O)c3ccccc3C2=O)c1C` across the screens: -6	-3	4	1	9	1	-4	0.4	8	-2
# `Cc1ccc(-c2noc(CN3CCCCC3)n2)cc1` across the screens: 9	5	0	1	-2	1	2	-3.8	7	-1

# In the list so far, these have a COOH group:
SMILES,SIAE inh,TCR CD3 inh,PRMT1 FP inh,HTRA1 inh,TDP2 inh,LEDGF integ inh,DDE Tn7 FP inh,PG9 Ab binder,mABHD4 FP,UHRF1 MBD2 ctr
Nc1nc(SCc2nnc(SCC(=O)O)n2-c2ccccc2)nc2sc3c(c12)CCCC3,-9,-4,4,4,6,1,-6,0.8,-7,-2
C#CCOCCOCCOCCNc1nc(N2CCN(C(=O)[C@H](CCC(=O)O)n3cc(C(N)CO)nn3)CC2)nc(N2CCN(C(=O)[C@H](Cc3ccc(O)cc3)n3cc(C(N)[C@H](C)CC)nn3)CC2)n1 (some centres undefined),7,0,-1,.,6,-4,2,-1.0,-1,4
CN(C(=O)c1ccc(F)cc1)c1ccc(OCC(=O)Nc2ccccc2C(=O)O)cc1,11,-2,4,2,5,1,5,0.7,-7,4
